BaF3 parental: parental Ba/F3 viability inhibition as JAK2V617F counter-screen | CellTiter-Glo ATP luminescence | inhibition, % at 5.6 µM | 220,000 tested, 1.1% active;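 active means inhibition above a per-campaign cutoff, the mean inhibition of all tested compounds plus 3 SD, cut at about 27% in these data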;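 further: 0% = DMSO wells and 100% = JAK Inhibitor I control wells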
eIF4E-4G inh: inhibitors of eIF4E and eIF4G interaction in translation initiation. AID 782. 220,000 tested, 0.37% active. inhibition, % at 21.7 µM. TR-FRET eIF4E-eIF4GI(517-606) binding, 2 h;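 active means inhibition above about 30%, limit read from the data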;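 further: 0% = full FRET control wells and 100% = background wells lacking eIF4GI fragment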
Ba/F3 V617F tox: lowers viability of Ba/F3 cells expressing EpoR and JAK2V617F; ATP luminescence; inhibition, % at 5.6 µM; 220,000 tested, 1.1% active;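 active means inhibition above the campaign mean plus 3 SD over all tested compounds, cut at about 24% in these data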;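 further: cytokine-independent growth of Ba/F3 cells driven by EpoR plus mutant JAK2; 0% = DMSO-treated cells and 100% = JAK inhibitor I control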
S1P4 antag: human S1P4 receptor antagonism. O95977. S1P4-expressing cells, antagonist mode, reporter read-out. inhibition, % at 4.98 µM. 220,000 tested, 0.26% active. AID 1510; in the data active means inhibition above about 29%;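 further: 0% = wells stimulated with agonist and 100% = vehicle wells without agonist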
Target sequence (O95977 whole entry, looked up): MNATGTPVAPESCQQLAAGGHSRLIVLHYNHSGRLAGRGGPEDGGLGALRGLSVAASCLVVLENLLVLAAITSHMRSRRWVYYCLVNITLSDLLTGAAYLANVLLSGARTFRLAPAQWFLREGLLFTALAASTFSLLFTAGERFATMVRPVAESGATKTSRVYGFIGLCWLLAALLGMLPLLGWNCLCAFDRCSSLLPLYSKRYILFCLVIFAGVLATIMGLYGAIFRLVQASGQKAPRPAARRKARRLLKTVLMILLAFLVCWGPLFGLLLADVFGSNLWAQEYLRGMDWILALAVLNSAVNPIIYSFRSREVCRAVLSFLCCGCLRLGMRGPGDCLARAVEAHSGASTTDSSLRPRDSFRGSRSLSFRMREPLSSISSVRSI
S1P4 ag: agonists of human S1P4 receptor. 220,000 tested, 0.35% active. S1P4-expressing cell line, agonist reporter assay. activation, % at 4.98 µM. AID 1509. O95977; in the data active means activation above about 11%;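 further: 0% = DMSO vehicle and 100% = reference agonist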
Mdm2 ligase inh: Mdm2 E3 ligase (human) inhibition. AID 1230. cell-based MDM2 ubiquitination luciferase reporter, 2 h; 0 = plate control, 100 = twice control, blank-subtracted. 210,000 tested, 0.11% active. signal enhancement, % at 5 µM;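 active means signal enhancement of 30% or more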;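 further: luminescence tracks abundance of the self-degrading MDM2-luciferase fusion protein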
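Assay system: stable mammalian line carrying autodegrading MDM2–luciferase fusion reporter; Input: 2000 cells in each well; Compound dosing: single-point 5 µM; Schedule: 2 h compound exposure at 37 °C; Signal: SteadyLite luciferase luminescence after 15 min room-temperature reagent incubation; Evaluation: % luminescence enhancement versus blank-corrected plate control mean; Benchmarks: plate controls and plate blanks.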
Wee1 degr inh: human Wee1 degradation inhibition, primary screen; P30291; HeLa Luc-Wee1K328M stability, luciferase luminescence; 100% = proteasome inhibitor MG132 effect; reporter increase, % at 5 µM; 220,000 tested, 1.2% active; AID 1321;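 active means activation above the mean of all tested compounds plus 3 SD, set per screening run, cut at about 8.8% in these data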;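 further: cells exposed to compound for 20 h before luminescence read; 0% = DMSO alone and 100% = MG132 at 30 µM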
NPY-Y2 PAM-ag: human NPY-Y2 potentiation or agonism, primary screen; cells expressing NPY-Y2, potentiator/agonist read-out; activation, % at 3.6 µM; 220,000 tested, 0.45% active; AID 1359; in the data active means activation above about 27%;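 further: cells stimulated with NPY near EC25 plus isoproterenol at EC100; 0% = vehicle plus submaximal agonist and 100% = vehicle plus saturating agonist; some results beyond the cut were filed as inactive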
Target sequence (P49146 whole entry, looked up): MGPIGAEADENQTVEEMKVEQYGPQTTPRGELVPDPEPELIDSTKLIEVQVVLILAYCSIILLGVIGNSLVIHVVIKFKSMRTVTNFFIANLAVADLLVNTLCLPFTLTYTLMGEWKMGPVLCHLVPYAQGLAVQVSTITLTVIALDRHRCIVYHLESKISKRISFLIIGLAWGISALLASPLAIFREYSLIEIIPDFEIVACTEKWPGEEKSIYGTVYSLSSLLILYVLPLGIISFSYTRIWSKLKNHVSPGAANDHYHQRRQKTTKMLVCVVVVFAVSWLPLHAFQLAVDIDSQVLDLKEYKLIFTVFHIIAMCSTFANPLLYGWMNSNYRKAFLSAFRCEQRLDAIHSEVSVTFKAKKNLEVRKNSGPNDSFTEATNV
PERK inh: blocks human PERK kinase. Q9NZJ5. CHO PERK-DD fusion, SEAP luminescence translation reporter. inhibition, % at 5.6 µM. 220,000 tested, 0.17% active;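 active means inhibition above the mean inhibition of all tested compounds plus 3 SD, set separately per screening campaign, cut at about 2.9% in these data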;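 further: PERK kinase domain activated by AP20187 dimerizer at 100 nM; 0% = DMSO with dimerizer and 100% = rapamycin at 8.4 µM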
* = called active by the depositor; · = not tested or not shown; [ ] = another dose, or the depositor's remark. Rows were taken by chance. Share with any hit: about 4.1%.

SMILES	BaF3 parental	eIF4E-4G inh	Ba/F3 V617F tox	S1P4 antag	S1P4 ag	Mdm2 ligase inh	Wee1 degr inh	NPY-Y2 PAM-ag	PERK inh
OC(COc1ccc(CN2CCCCO2)cc1)CN1CCCCC1 (centres undefined)	4	3	3	-6	1.7	-5	1	8	-0.6
O=C(Cn1cnc2ccccc21)N/N=C/c1cccs1	5	-3	-3	-3	-0.7	-11	0	-3	1.1
O=C1c2ccccc2NC(c2ccc(O)cc2)N1/N=C/c1ccc(O)cc1 (centres undefined)	0	2[fluorescence artefact?]	-1	1	-2.3	-6	-4	0	0.7
C#CCOCCOCCOCCNc1nc(N2CCN(C(=O)[C@H](CCCCN)n3cc([C@@H](N)CO)nn3)CC2)nc(N2CCN(C(=O)[C@H](Cc3cc4ccccc4[nH]3)n3cc([C@@H](N)Cc4ccc(O)cc4)nn3)CC2)n1	-4	0	4	4	0.4	·	0	-14	1.1
COc1cccc2cc3c(=O)oc4ccccc4c3nc12	4	-6	-3	-6	0.9	-7	-3	-2	2.2
Cc1cccc(N(CC(=O)Nc2c(C)n(C)n(-c3ccccc3)c2=O)S(C)(=O)=O)c1	4	-18	0	3	0.1	5	1	8	0.8
CCc1sc(C(=O)Nc2ccc(NC(C)=O)cc2)cc1C	6	5[fluorescence artefact?]	0	-10	0.8	-9	5	-16	0.3
COc1cc(CNCc2ccccn2)ccc1OCC(=O)NC(C)(C)C	8	1	4	-6	-1.3	-26	0	-9	-0.8
Cc1ccc2nc(NC(=O)C(NS(=O)(=O)c3cccc4nsnc34)C(C)C)sc2c1 (centres undefined)	-1	4	-1	-11	-1.3	-14	-1	25	-0.7
NC(=O)c1cccn1Cc1cccc(Cl)c1	4	-3	-4	0	-2.9	6	-3	33*	0.3
C=CCn1c(SCC(N)=O)nc2scc(-c3ccc(C)o3)c2c1=O	3	2	-5	-4	0.4	-22	4	8	0.8
CC(=O)Nc1cccc(C(=O)N/N=C/c2ccc(F)cc2)c1	7	-2	4	-21	1.9	-38	2	-4	-0.1

Three entries from above, reformatted.
molecule | BaF3 parental | eIF4E-4G inh | Ba/F3 V617F tox | S1P4 antag | S1P4 ag | Mdm2 ligase inh | Wee1 degr inh | NPY-Y2 PAM-ag | PERK inh
OC(COc1ccc(CN2CCCCO2)cc1)CN1CCCCC1 (centres undefined) | 4 | 3 | 3 | -6 | 1.7 | -5 | 1 | 8 | -0.6
O=C(Cn1cnc2ccccc21)N/N=C/c1cccs1 | 5 | -3 | -3 | -3 | -0.7 | -11 | 0 | -3 | 1.1
O=C1c2ccccc2NC(c2ccc(O)cc2)N1/N=C/c1ccc(O)cc1 (centres undefined) | 0 | 2[fluorescence artefact?] | -1 | 1 | -2.3 | -6 | -4 | 0 | 0.7

Further records follow:
SMILES	BaF3 parental	eIF4E-4G inh	Ba/F3 V617F tox	S1P4 antag	S1P4 ag	Mdm2 ligase inh	Wee1 degr inh	NPY-Y2 PAM-ag	PERK inh
CC(=O)N1CC2(c3ccccc3)CN(C(C)=O)CC(c3ccccc3)(C1)C2=O	2	-1	2	-2	0.6	-8	-3	-11	-0.8
CCc1ccc(C(=O)COc2ccc(NC(C)=O)cc2)cc1	7	-1	3	6	3.2	-13	6	0	0.7
Cn1c(SCC(=O)Nc2ccc3c(c2)OCCO3)nnc1-c1ccco1	3	-11	-1	-16	-0.5	1	2	-10	0.5
Cc1nc2ncnn2c(C)c1CCC(=O)NCc1ccco1	2	-2	1	-26	0.4	0	-1	-7	1.4
CCn1c(CNc2ccc(Cl)cc2)nnc1SCC(=O)NCc1ccccc1	4	3	-1	4	-3.4	-7	2	-6	-0.2
Cc1ccnc(NC(=O)c2cc3c(=O)oc4ccc(C)cc4c3s2)c1	0	6	2	1	0.0	2	-2	1	0.7
COC(=O)c1cc(O)c(O)c(O)c1	6	1	-2	11	0.2	·	1	10	1.0
CC1CCCC(NC(=O)Nc2cccs2)C1C (centres undefined)	2	3[fluorescence artefact?]	-1	-9	-0.5	-22	3	2	-0.1
Cc1nn(C(C)(C)C)c(NC(=O)c2ccc(Cl)cc2Cl)c1Br	4	-2	-1	-7	0.5	0	-2	-4	-0.1
Cc1ccc(-c2cc(=O)c3ccc(Cl)cc3[nH]2)cc1	-1	1	-3	-7	0.1	·	0	-12	0.7
CCC(=O)Nc1cccc(NC(=O)c2ccccc2Cl)c1	6	-3	2	-15	-0.8	-10	-1	-12	0.2
Cc1ccccc1OCC(=O)N/N=C/c1ccc(N(C)C)cc1	-4	3	-2	0	-0.8	0	2	4	0.1
c1coc(CNc2nc(-c3cccs3)cs2)c1	3	-4	1	17	0.2	-6	-2	3	0.2
CCOC(=O)C1(CCOC)CCN(Cc2nc(-c3cccs3)oc2C)CC1	4	-2	-1	-16	1.0	-5	3	-1	0.8
CCOc1ccc(C(=O)OC2CCN(C)CC2)cc1	0	7	-3	5	1.2	-6	2	7	-0.5
N/C(Cn1cncn1)=N\NC(=O)C(=O)Nc1ccccc1	9	-3	2	0	-0.8	-3	-2	-7	0.3
COc1ccc(C(=O)Nc2ccncc2)cc1OC	3	-1	0	-5	0.8	-18	-3	0	0.3
Cc1c(Cl)cccc1NC(=S)N(CCN(C)C)C(C)c1ccco1 (centres undefined)	-5	1	1	-18	0.8	·	-1	4	-0.4
Cc1ccc(C(=O)N2CC3(C(C)C)CN(C(=O)c4ccc(C)cc4)CC(C(C)C)(C2)C3=O)cc1	1	1	-4	-7	-1.5	·	0	8	-0.9
O=C/C=C/c1coc2ccc3ccccc3c2c1=O	-3	0	-7	-7	1.2	-6	0	7	1.5
CCOC(=O)CSc1nc2cc(C(=O)N3CCC(C(N)=O)CC3)ccc2c(=O)n1-c1ccccc1	4	-6	3	-13	0.6	·	1	-20	-0.6
N#CCC(=O)Nc1ccc(C(=O)OCC(=O)c2ccc3c(c2)OCCO3)cc1	2	-1	-2	5	-5.4	-29	2	9	0.1
Cc1ccc(-c2cc(NC(=O)CCl)n(-c3ccccc3)n2)cc1	3	3	10	6	0.6	-10	-2	3	0.1
Cc1nc2ccc(NC(=O)N3CCSCC3)cc2nc1C	5	-2	7	-3	0.3	-4	1	-25	-0.2
COc1ccccc1NC(=O)CSc1ccc2nnc(-c3ccc(C)cc3)n2n1	-1	1	1	-2	-0.2	-4	-2	-4	0.3
Clc1cccc(NCc2nnc(SCc3ccc(Cl)cc3Cl)o2)c1	3	6	-3	-1	1.4	-4	-1	-22	0.5
O=C(NCc1ccccc1)c1cc(-c2cccc(O)c2)on1	0	3	-3	27	-0.1	-6	4	-18	0.8
CN(C)S(=O)(=O)c1ccc(C(=O)Nc2cc(=O)n(C)c(=O)n2C)cc1	7	6	2	-19	-0.6	7	0	-6	-0.2
CCOC(=O)c1sc(N(Cc2ccccc2)C(=O)COC(=O)c2ccccc2O)nc1C	13	-4	3	-10	0.7	-4	1	-4	-1.1
COc1ccc(N(CC(=O)N2CCCCC2)S(=O)(=O)c2c(C)nn(C)c2C)cc1	6	-2	-1	-3	2.6	-9	-1	4	-0.6
Cc1cc(C)c2c(n1)nn1c(NCCCN(C)C)cc(C)nc21	-1	6	-2	-6	-0.3	5	1	0	0.7
CCOc1ccccc1NC(=O)CN1C(=O)C(=O)N(Cc2ccco2)C1=O	-1	-2	-3	-24	2.0	0	-1	9	0.2
CCSc1nnnn1-c1ccccc1	4	-6	2	-5	-0.1	-15	0	0	-0.4
CSc1nc2sccc2c(=O)[nH]1	4	1	1	-11	0.6	-12	-2	11	-0.3
O=c1c2ccccc2nnn1CSc1nc2cc(Cl)ccc2c(=O)n1Cc1ccco1	7	·	0	-21	-1.7	·	1	4	1.1
Cc1ccc(S(=O)(=O)NN2C(=O)c3ccccc3NC2c2ccco2)cc1 (centres undefined)	6	-4	-3	-32	1.0	-5	3	3	-0.2
COc1ccc(CCNC(=O)CC2Nc3ccccc3NC2=O)cc1 (centres undefined)	3	2	-2	-18	3.5	-10	3	11	0.7
O=C(NNc1ccc([N+](=O)[O-])cc1)c1ccccc1Cl	3	5	-1	-19	-1.4	-28	2	-2	0.1
C=CCNC(=O)/C(C#N)=C/c1cc(Br)ccc1OC	1	-1	-4	-1	0.6	8	11*	2	0.8
CCOC(=O)c1c(C)n(OCc2ccccc2)c2ccc3c(no[n+]3[O-])c12	1	1[fluorescence artefact?]	-4	-17	1.7	-18	-1	0	0.4
CCN1C(=O)[C@@H]2C(C(=O)c3cnccn3)=NN[C@@H]2C1=O	1	1	-3	-5	0.9	-15	2	-6	0.3
Cn1c(=O)cc(SCC(=O)NCCN2CCN(c3ccccc3F)CC2)c2cc(Cl)ccc21	3	7	-2	-18	-0.5	-5	-2	-3	-0.8
CS(=O)(=O)N(CC(=O)NCCSc1ccccn1)c1cccc2ccccc12	8	1	0	-9	1.1	2	0	1	0.6
Cc1cc(C)c2nc(-c3ccccn3)cc(C(=O)NCCc3ccc(S(N)(=O)=O)cc3)c2c1	7	3	3	-10	1.2	-7	2	-33	0.1
Cc1ccccc1NC(=O)N1CCCC(c2nc(-c3ccc(C(C)C)cc3)no2)C1 (centres undefined)	3	12	-3	1	-1.5	-5	-3	5	-0.5
CCc1ccc(C2CC(c3ccc(C)cc3)Nc3nc(N)nn32)cc1 (centres undefined)	6	0	3	-4	1.3	-9	2	-3	0.8
COc1ccccc1-c1noc(-c2cccnc2)n1	2	2	0	-12	-0.7	3	2	-8	-0.3
CCc1ccc(NC(=O)N2CCN(c3ccccc3)CC2)cc1	1	0	0	-14	2.1	-15	3	7	1.6
S=C(NCc1ccco1)Nc1cccc(Cl)c1	2	4	2	-13	-1.2	-14	2	19	0.8
CCN(CCCNC(=O)CCn1c(=O)[nH]c2ccccc2c1=O)c1cccc(C)c1	1	4	-5	-6	-0.9	-6	-2	7	-0.1
CCOC(=O)c1c(C)oc2ccc(OC(=O)N3CCOCC3)cc12	6	3	0	-15	0.7	1	1	8	0.1
CCCC(=O)Nn1cnc2c(c1=O)C1(CCCCC1)Cc1ccccc1-2	3	17	0	8	-1.1	-9	1	-9	-0.9
C[C@@H]1NC(=O)[C@H](CCC(=O)O)NC(=O)c2cc([N+](=O)[O-])cc(F)c2NCCC[C@@H](C(N)=O)NC1=O	4	1[fluorescence artefact?]	-1	10	1.2	·	-2	4	0.5
CCOC(=O)C(=O)N/N=C/c1ccco1	0	7	-7	-3	-0.8	-28	-2	-15	1.5
CC(=O)c1cccc(NC(=O)c2ccc(C)o2)c1	10	-7	0	-8	-1.0	-10	0	4	0.5
CCOC(=O)CC1C(C(=O)OCC)ON2OC(C(=O)OC)C(C(=O)OCC)C12 (centres undefined)	8	2	2	-3	0.9	-3	0	5	0.0
COc1ccc(/C=C/C(=O)Nc2ccc(-n3nncc3-c3ccc(OC)c(OC)c3)cc2)cc1OC	3	1	-1	-32	2.3	-9	-2	8	-0.9
CN(CC(=O)O)S(=O)(=O)c1cc(Cl)ccc1Cl	6	-8	3	-16	0.9	-9	-1	-11	0.8
O=C(NCCO)C(=O)NCC1OCCCN1S(=O)(=O)c1cccs1 (centres undefined)	6	0	1	-7	1.1	-4	2	7	0.7
CSc1nc(-c2ccc(C)cc2)nc(C(Cl)Cl)n1	5	8	4	-4	-0.3	-25	4	-32	0.8
O=[N+]([O-])c1cnn(-c2nc(-c3ccco3)cc(C(F)(F)F)n2)c1	1	-1	-2	-3	-2.8	-39	-5	8	-0.1
Cc1cccc(C(CC(=O)NCc2ccco2)c2ccccc2)c1O (centres undefined)	9	1	-1	-17	0.5	-6	-2	11	0.7

Source: PubChem BioAssay (several laboratories)
